Screening data as filed in PubChem BioAssay.
LDHA block: blocks human lactate dehydrogenase A | AID 1347041 | activity change, % (values are at about 110 or 230 µM) | 480,000 compounds, 0.15% hits | purified LDHA, NADH/diaphorase-resazurin fluorescence; stronger effect = lower value | P00338; in the data active = activity change below about -30%; inconclusive = mostly about -25% to -30%;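 note: plate controls were DMSO wells for no effect and wells without enzyme for full effect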
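Human LDH5 (2 nM) was incubated with 0.06 mM NADH and 0.2 mM pyruvate for 5 min at room temperature in Tris pH 7.4. Remaining NADH was coupled through diaphorase/resazurin, and resorufin fluorescence was read at 0 and 20 min.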
POLH inh: DNA polymerase eta (human) inhibition | Q9Y253 | recombinant Pol eta, fluorescent DNA replication assay | Potency, µM (highest dose often 114 µM), without a hit: top-dose activity change, negative = inhibition, hits mostly inhibitors | 390,000 compounds, 1.2% hits; note: potency is the fitted concentration of half-maximal effect; % is set by controls: 0 for no effect and ±100 for the full control effect
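Pol eta at 10 nM preincubated with compounds 15 min at room temperature; reaction started with fluorescent substrate (50 nM final) and read kinetically at 0 and 10 min.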
Pol kappa inh: DNA polymerase kappa (human) inhibition; purified Pol kappa, fluorescent DNA synthesis assay, 10 min; Potency, µM (top dose mostly 107 µM), for inactives: top-dose activity, negative = inhibition, actives largely listed as inhibitors; 400,000 compounds, 0.53% hits; note: potency is the fitted concentration of half-maximal effect; % is set by controls: 0 for no effect and ±100 for the full control effect
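Readout: fluorescence, taken kinetically at 0 and 10 min. Conditions: 10 nM Pol kappa, 15 min RT compound preincubation, 50 nM substrate final. Controls: enzyme-free buffer wells.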
APEX1 inh: APE1 (human) endonuclease inhibition. Potency, µM (series often up to 65.8 µM), inactives show top-dose activity change, negative = inhibition, actives largely listed as inhibitors. 350,000 compounds, 0.35% hits. P27695. recombinant APE1, TAMRA/BHQ-2 abasic DNA cleavage fluorescence;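 note: potency is the fitted concentration of half-maximal effect; plate controls were vehicle for no effect and reference inhibitor for full effect; nearly all actives have a fitted effect of over 55% in size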
Target sequence (P27695 whole entry, looked up): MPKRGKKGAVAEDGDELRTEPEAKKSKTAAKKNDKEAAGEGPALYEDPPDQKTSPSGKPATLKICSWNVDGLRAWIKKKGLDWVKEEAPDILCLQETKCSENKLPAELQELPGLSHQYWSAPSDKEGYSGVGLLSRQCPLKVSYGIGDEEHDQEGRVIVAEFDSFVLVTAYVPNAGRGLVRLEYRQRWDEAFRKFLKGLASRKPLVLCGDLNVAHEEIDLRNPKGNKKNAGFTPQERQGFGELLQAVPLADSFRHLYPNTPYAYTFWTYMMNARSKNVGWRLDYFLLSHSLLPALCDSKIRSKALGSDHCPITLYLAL
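APE1 at 0.75 nM final was preincubated with compound 15 min at room temperature, then 50 nM double-stranded THF abasic-site substrate (5'-TAMRA/3'-BHQ-2) was added. Fluorescence (ex 525/em 598 nm) was read kinetically; third-minus-first read gave activity.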
GRP78 ERSR act: ER stress response induction in glioma; 420,000 compounds, 0.02% hits; Potency, µM, without a hit: top-dose activation, hits mostly activators; U87-MG GRP78 promoter luciferase reporter, 16 h; AID 602332; note: potency is the fitted concentration of half-maximal effect; series mostly up to about 76 µM; % of control where 0% means no effect; nearly all actives have a fitted effect of over 35% in size
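Stably transfected U87-MG glioma cells carrying a GRP78-based luciferase sensor; 16 h compound incubation. Luminescence end-point read 10 min after Bright-Glo addition at room temperature.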
BLM helicase inh: inhibitors of human Bloom syndrome helicase BLM; P54132; recombinant BLM DNA unwinding, fluorescence dequenching; Potency, µM (series often up to 56.1 µM), inactives show top-dose activity change, negative = inhibition, hits mostly inhibitors; 350,000 compounds, 0.2% hits; AID 2528;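 note: potency is the fitted concentration of half-maximal effect; plate controls were vehicle for no effect and no enzyme for full effect; nearly all actives have a fitted effect of over 35% in size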
POLI inh: DNA polymerase iota (human) inhibition. Q9UNA4. Pol iota fluorescent replication assay, 10 min. Potency, µM (doses to about 115 µM), for inactives: at the top dose activity, negative = inhibition, hits mostly inhibitors. 390,000 compounds, 1% hits. AID 588590; note: potency is the fitted concentration of half-maximal effect
Target sequence (Q9UNA4 whole entry, looked up): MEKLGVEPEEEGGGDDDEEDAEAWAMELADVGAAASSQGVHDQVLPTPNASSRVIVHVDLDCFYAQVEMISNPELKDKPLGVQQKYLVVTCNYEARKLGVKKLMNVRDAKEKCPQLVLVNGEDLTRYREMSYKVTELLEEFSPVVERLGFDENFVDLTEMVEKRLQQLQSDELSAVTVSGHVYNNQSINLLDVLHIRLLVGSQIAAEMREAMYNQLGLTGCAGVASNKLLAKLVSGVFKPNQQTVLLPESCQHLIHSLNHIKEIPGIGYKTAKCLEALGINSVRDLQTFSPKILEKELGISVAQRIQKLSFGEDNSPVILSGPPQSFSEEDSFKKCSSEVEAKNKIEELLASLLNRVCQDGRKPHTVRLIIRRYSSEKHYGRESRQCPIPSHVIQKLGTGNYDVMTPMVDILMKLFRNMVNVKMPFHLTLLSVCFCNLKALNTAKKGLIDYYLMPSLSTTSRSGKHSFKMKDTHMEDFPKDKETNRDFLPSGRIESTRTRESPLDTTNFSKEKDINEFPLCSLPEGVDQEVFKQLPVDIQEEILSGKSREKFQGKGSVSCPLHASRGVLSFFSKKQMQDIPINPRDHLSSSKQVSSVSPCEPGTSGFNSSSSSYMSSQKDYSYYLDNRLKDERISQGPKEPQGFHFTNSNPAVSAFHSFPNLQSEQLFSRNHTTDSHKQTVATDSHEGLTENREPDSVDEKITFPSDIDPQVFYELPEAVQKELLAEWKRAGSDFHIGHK
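Pol iota at 10 nM preincubated 15 min with compounds at room temperature; reaction started with fluorescent substrate, 50 nM final. Fluorescence read kinetically at 0 and 10 min; buffer-only wells as negative control.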
POLB inh: inhibitors of human DNA polymerase beta; P06746; Pol beta primer extension/strand displacement, fluorescence kinetic; Potency, µM (doses to about 114 µM), for the others: at the highest dose activity change, negative = inhibition, actives largely listed as inhibitors; 340,000 compounds, 1.3% hits; note: potency is the fitted concentration of half-maximal effect; % is set by controls: 0 for no effect and ±100 for the full control effect
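Homogeneous kinetic assay of primer extension and strand displacement by 10 nM Pol beta, preincubated 15 min at room temperature with compound before 50 nM substrate (final) was added. Read at 0 and 10 min; four-parameter Hill fit.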
Apoferritin bind: candidate novel general anesthetic via apoferritin binding; apoferritin/1-aminoanthracene competitive binding, fluorescence; Potency, µM (top dose mostly 77.5 µM), without a hit: at the top dose activity change, negative = displacement, actives largely listed as inhibitors; 350,000 compounds, 0.074% hits; AID 485281; note: potency is the fitted concentration of half-maximal effect; % is set by controls: 0 for no effect and ±100 for the full control effect; nearly all actives have a fitted effect of over 20% in size
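Steps: apoferritin (10 uM) was premixed with half-saturated 1-AMA in PBS, compounds were pin-transferred, plates stood 10 min at room temperature, fluorescence was read at 380/535 nm, and curves were fitted with a Hill equation.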
Starred values were filed as active, the others as inactive; ? = inconclusive; . = not tested or not shown; [ ] = remark or other dose. Unless noted, calls come from the whole dose curve; as a rule, active = well fitted curve in the direction sought with a large enough effect; inconclusive = small, poorly fitted or top-dose-only effect, or another doubt; inactive = no such curve, though single readings can be large; an effect the other way counts as inactive or inconclusive.

canonical_smiles	LDHA block	POLH inh	Pol kappa inh	APEX1 inh	GRP78 ERSR act	BLM helicase inh	POLI inh	POLB inh	Apoferritin bind
O=C(c1ccc([N+](=O)[O-])cc1)N1CCC(Cc2ccccc2)CC1	-2.9	-24.2%	3.3%	-3.6%	-3.5%	-0.3%	124.3%[activator]	12.9%	-16.6%
Cc1c(Cl)cccc1NC(=S)NCCC(c1ccccc1)c1ccccc1	-2.2	5.7%	-2.2%	-2.5%	-9.6%	-14.5%	3.7%	9.1%	134.0%[activator]
CC(=O)c1ccc(NC(=O)c2ccc(-c3nc(COc4ccc(C)cc4)c(C)o3)cc2)cc1	-3.0	-5.6%	3.5%	.	-2.8%	-2.1%	-2.9%	9.0%	-9.1%
COCc1cc(C)nc(SCC[N+](C)(C)CC(=O)c2ccc(Br)cc2)c1C#N	-2.3	?	-1.0%	-3.1%	-5.9%	7.6%	60.7%[activator]	14.4%	-16.6%
CCN(C[C@H]1N[C@@](Cc2ccccc2)(C(=O)OC)[C@H]2C(=O)N(Cc3ccccc3)C(=O)[C@@H]12)C(=O)c1ccccc1	4.5	-22.7%	-4.7%	33.3%	-0.8%	.	34.7%[activator]	.	.
CCOC(=O)[C@H]1[C@H]2COc3cc(OC)ccc3[C@@H]2N2C(=O)CN(CC3CCCO3)C(=O)[C@@]12C (some centres undefined)	4.3	-2.4%	-14.6%	-1.3%	-2.3%	.	?	.	.
CCCn1cc(S(=O)(=O)c2ccc(F)cc2)c(=O)c2cc(OCC)ccc21	-2.8	2.0%	5.3%	14.9%	-2.4%	1.6%	25.8%	83.9%[activator]	-8.9%
COC(=O)c1ccc(CSC2=NC[C@@H]3[C@@H]4C(=O)N(C)C(=O)[C@@H]4[C@](C)(C(=O)OC)N23)cc1	-2.5	-16.3%	0.9%	-1.4%	-2.7%	.	5.6%	.	.
CCCCCc1ccc(OCCCC[n+]2ccccc2)c(CCCCC)c1	0.4	-12.1%	-4.4%	1.2%	-13.3%	-4.9%	45.6%[activator]	20.7%	?
COc1ccc2oc(=O)c(C(=O)Nc3ccc(C(=O)O)cc3)cc2c1	1.7	.	0.0%	.	.	-3.5%	-22.4%	-14.8%	2.8%
O=c1c(C(c2ccc(Br)cc2)c2c(O)nc3n(c2=O)CCS3)c(O)nc2n1CCS2	-8.2	-15.5%	-4.5%	-4.3%	-1.7%	-2.4%	-1.5%	-10.6%	3.0%
COc1ccc(NC(=O)c2oc3ccccc3c2C)cn1	-0.3	-4.6%	-4.7%	21.2%	5.6%	-9.7%	22.5%	6.4%	?

The list goes on.
canonical_smiles	LDHA block	POLH inh	Pol kappa inh	APEX1 inh	GRP78 ERSR act	BLM helicase inh	POLI inh	POLB inh	Apoferritin bind
COc1ccc(OCc2nnc(SCC(=O)Nc3ccc(C)cc3)o2)cc1	-6.2	-4.8%	-16.2%	-13.2%	-2.0%	-4.3%	-0.4%	-3.3%	4.9%
O=C(c1cnn2c(C(F)(F)F)cc(-c3cccs3)nc12)N1CCN(Cc2ccccc2)CC1	-4.2	-19.8%	-24.2%	-1.9%	-2.9%	2.5%	4.4%	3.3%	-7.1%
Oc1ccccc1-c1cc(-c2ccc(F)cc2)n[nH]1	-1.6	-14.8%	-12.7%	-9.1%	9.2%	-3.3%	67.1%[activator]	-12.0%	-15.7%
COC(=O)c1sccc1NC(=O)CC1NCCNC1=O (centres undefined)	-6.1	-17.2%	-28.9%	-2.5%	-2.2%	-9.7%	-16.6%	-16.9%	-1.1%
CCCCC[C@@H](O)c1cc2ccccc2c(=O)o1	-4.2	-11.4%	-19.3%	28.5%	-0.6%	.	-2.7%	.	.
Cn1nc(C(=O)NC2CCCCC2)c2c1-c1ccccc1SC2	-5.8	-17.1%	-1.9%	27.9%	-1.1%	-1.7%	-27.4%	10.5%	-15.3%
O=C(NC1CCN(Cc2ccccc2)CC1)c1cc(S(=O)(=O)Nc2ccc(F)cc2)ccc1Cl	-4.3	-12.3%	-2.2%	-5.9%	-5.5%	.	25.5%	.	.
CC(/C=C1\SC(=S)N(CCCC(=O)Nc2ccc(C(=O)O)cc2)C1=O)=C\c1ccccc1	5.1	31.6µM*	-27.0%	1.9%	4.5%	-14.6%	?	?	-14.5%
Cc1ccc(C(=O)NCC(=O)N2CCN(c3cccc(Cl)c3)CC2)s1	-5.2	5.6%	-4.8%	10.0%	3.2%	.	-11.2%	.	.
CCn1c(SCC(=O)Nc2nc(-c3ccccc3)cs2)nnc1-c1ccccc1	0.3	-2.5%	-13.0%	-7.2%	-0.1%	-1.9%	-14.6%	-0.4%	?
Cc1ccc(/C=N/N2CCN(Cc3cccc4ccccc34)CC2)s1	-6.9	-9.0%	5.3%	-2.1%	-4.7%	-3.2%	-13.3%	54.1%	-7.1%
Cc1cc(C)c2c(n1)sc1c(N3CCN(C)CC3)ncnc12	-0.3	-25.1%	0.4%	?	2.8%	64.2%[activator]	3.0%	-2.8%	8.4%

Exported with values under each structure: part of the list above
Each structure is followed by: LDHA block | POLH inh | Pol kappa inh | APEX1 inh | GRP78 ERSR act | BLM helicase inh | POLI inh | POLB inh | Apoferritin bind
COc1ccc2oc(=O)c(C(=O)Nc3ccc(C(=O)O)cc3)cc2c1
    1.7 | . | 0.0% | . | . | -3.5% | -22.4% | -14.8% | 2.8%
O=C(c1ccc([N+](=O)[O-])cc1)N1CCC(Cc2ccccc2)CC1
    -2.9 | -24.2% | 3.3% | -3.6% | -3.5% | -0.3% | 124.3%[activator] | 12.9% | -16.6%

Profiles as entered above:
COc1ccc(OCc2nnc(SCC(=O)Nc3ccc(C)cc3)o2)cc1 in the list: LDHA block = -6.2; POLH inh = -4.8%; Pol kappa inh = -16.2%; APEX1 inh = -13.2%; GRP78 ERSR act = -2.0%; BLM helicase inh = -4.3%; POLI inh = -0.4%; POLB inh = -3.3%; Apoferritin bind = 4.9%
Cc1ccc(/C=N/N2CCN(Cc3cccc4ccccc34)CC2)s1 in the list: LDHA block = -6.9; POLH inh = -9.0%; Pol kappa inh = 5.3%; APEX1 inh = -2.1%; GRP78 ERSR act = -4.7%; BLM helicase inh = -3.2%; POLI inh = -13.3%; POLB inh = 54.1%; Apoferritin bind = -7.1%

(list continues)
canonical_smiles	LDHA block	POLH inh	Pol kappa inh	APEX1 inh	GRP78 ERSR act	BLM helicase inh	POLI inh	POLB inh	Apoferritin bind
Cc1ccc(S(=O)(=O)N2CCCCC2)cc1C(=O)N1CCN(c2ccccn2)CC1	-4.3	-23.6%	2.5%	1.0%	-4.2%	-8.1%	111.0%[activator]	-1.9%	-3.6%
CCOC(=O)Cn1nc(C)c(NC(=O)c2ccc(Br)o2)c1C	-4.1	-2.8%	6.8%	-8.5%	-2.2%	-1.4%	10.1%	62.1%	-0.3%
CCOc1ccccc1NC(=O)c1c(NCc2ccc(C)o2)sc2c1CCCCC2	1.0	-8.1%	-11.5%[60.1 µM]	.	-2.0%	-1.9%	16.8%	5.3%	-6.3%
C=CCOc1c(Cl)cc(CNc2nccs2)cc1OC	-1.3	-17.9%	4.3%	1.7%	-4.1%	-9.6%	146.2%[activator]	4.7%	-16.5%
Cc1cc(=O)[nH]c(SCC(=O)NC(C)C2CC3CCC2C3)c1C#N (centres undefined)	-1.7	-1.1%	-17.5%	1.3%	-0.7%	-0.9%	110.6%[activator]	1.4%	?
C[C@@H](O)CNC(C)(C)CC(=O)N[C@@H]1CCc2ccccc2N(Cc2ccc(-c3ccccc3-c3nn[nH]n3)cc2)C1=O	.	.	0.9%[60.1 µM]	-6.4%	-7.0%	-0.3%	.	.	-3.8%
COc1ccc(CNc2nc(-c3ccc(Cl)cc3)cc(C(F)(F)F)n2)cc1	-3.7	-12.9%	-18.8%	.	-0.9%	-17.5%	13.7%	-17.1%	-3.0%
O=C(NCC(=O)N(CC1CCCO1)C(C(=O)NC1CCCCC1)c1ccccc1)c1cccs1 (centres undefined)	-13.1	2.2%	-3.3%	-3.5%	-0.4%	-1.5%	11.6%	14.7%	-17.2%
COc1ccccc1C(C(=O)NCc1ccccc1)N(C(=O)c1csnn1)C1CC1 (centres undefined)	-12.4	-5.3%	0.1%	15.8%	-5.8%	1.7%	120.8%[activator]	3.4%	-12.4%
COc1ccc(S(=O)(=O)Nc2ccc3c(c2)CC(=O)N([C@@H](C)CO)C[C@@H](C)[C@@H](CN(C)Cc2ccccc2)O3)cc1	1.2	-13.7%	2.5%	3.0%	-4.9%	.	-16.2%	.	.
CC(C)(C)Cc1nnc(NS(=O)(=O)Cc2ccccc2)s1	1.4	7.3%	-3.2%	-1.6%	2.7%	4.3%	0.7%	-0.5%	-6.6%
Cc1ccnc(NC(=O)c2cc(S(=O)(=O)N3CCCCC3)ccc2Cl)c1	-12.9	-5.3%	-7.3%	-7.4%	-3.1%	-3.3%	3.4%	-2.5%	-7.6%

(list continues)
canonical_smiles	LDHA block	POLH inh	Pol kappa inh	APEX1 inh	GRP78 ERSR act	BLM helicase inh	POLI inh	POLB inh	Apoferritin bind
Cc1ccc(C)c(NC(=O)CN2C(=O)CC(C)S(=O)(=O)c3ccccc32)c1 (centres undefined)	-4.3	0.3%	-11.5%	-11.9%	-6.5%	0.3%	-3.0%	42.6%[activator]	-8.9%
COc1ccc(-c2nn3c(=O)cc(CN4CCN(C(=O)Nc5ccc(C)c(Cl)c5)CC4)nc3s2)cc1	0.1	-10.8%	-2.3%[60.1 µM]	.	-2.2%	0.0%	50.3%[activator]	14.7%	-1.2%
Cc1ccc(C(=O)c2coc3ccc(O)cc23)cc1	-4.7	-2.9%	-17.6%	7.3%	-7.4%	-4.0%	3.4%	-2.0%	-9.7%
CC1(CO)COC2(OC1)C(=O)Nc1ccccc12 (centres undefined)	-6.2	-20.8%	0.2%	6.0%	-4.2%	.	39.3%[activator]	.	.
COc1ccccc1C1c2ccc3ccccc3c2Oc2ncn(CCCO)c(=N)c21 (centres undefined)	-3.5	-8.4%	5.4%	-16.0%	-6.3%	29.5%	37.6%[activator]	5.6%	-5.3%
CC(=O)c1ccc(-n2nncc2C(C)(C)C)cc1	-0.6	-9.2%	-4.6%	11.7%	-2.8%	2.0%	-2.6%	27.8%	-14.0%

An excerpt; the hit share may differ from the screen's.
